High-throughput results as filed in PubChem BioAssay.
APJ antag: antagonists of human apelin receptor APJ, primary screen, CHO-K1 cells, beta-arrestin complementation, luminescence. P35414. inhibition, % at 20 µM. 330,000 compounds, 0.32% hits. AID 2521, 2010;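 active = inhibition above about 40% at 20 µM, limit read from the data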;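 also: cells challenged with 10 nM apelin-13 agonist together with compound; plate controls were apelin-13 plus DMSO wells for no effect and DMSO wells lacking apelin-13 for full effect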
UPR CHOP act: activators of apoptotic CHOP UPR arm, primary screen, cell-based, CHO-CHOP luciferase reporter, luminescence, uHTS; UPR activation; percent of tunicamycin response over DMSO baseline; activation, % at 10 µM; 330,000 compounds, 0.34% hits; AID 449763, 2010;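 active = at 10 µM dose, activation of 40% or more, normalized to positive control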;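 also: 100% = tunicamycin at 10 µg/mL and 0% = DMSO alone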
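System: CHO CHOP reporter cells. Amount: 500 cells per well. Buffer or medium: F12 medium, 10% FBS. Compound dosing: one dose, 10 µM in 0.5% DMSO. Incubation: 6 h compound exposure at 37 °C after overnight seeding. Technique: Steady-Glo luciferase luminescence. Benchmarks: tunicamycin and DMSO controls.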
Jurkat NFkB inh: inhibitors of induced NF-kB luciferase reporter, primary screen, TCR NF-kB activation inhibitor project, cell-based, luminescence, uHTS; 330,000 compounds, 0.53% hits; Jurkat, PMA/ionomycin-induced NF-kB luciferase reporter; AID 435003, 2010; inhibition, % at 4 µM; in the data active = inhibition above about 50%
tim23-1 inh: growth inhibitors of tim23-1 mutant yeast, primary screen, luminescence, uHTS; S. cerevisiae tim23-1 growth, BacTiter-Glo luminescence, 24 h; inhibition, % at 20 µM; 330,000 compounds, 1.3% hits; AID 463212, 2010;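 active = growth inhibition of the mutant yeast at or above 50%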;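 also: temperature-sensitive mutant grown at 25 °C; plate controls were DMSO-treated mutant yeast for no effect and medium wells lacking yeast for full effect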
XBP1 UPR activ: activators of adaptive XBP1 UPR arm, primary screen, cell-based, CHO-XBP1 luciferase reporter, luminescence, uHTS; AID 463104, 2010; 330,000 compounds, 0.33% hits; IRE1-XBP1 UPR activation; percent of tunicamycin response, DMSO as zero; activation, % at 20 µM;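 active = versus positive control, 20 µM dose yields 30% or more activation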;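 also: 100% = tunicamycin at 10 µg/mL and 0% = DMSO only wells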
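Signal: luciferase luminescence; Assay system: CHO-XBP1 luciferase reporter cells; Amount: one thousand reporter cells per well; Dosing: 20 µM single concentration, DMSO 1%; Benchmarks: high control tunicamycin 10 µg/mL final, low control DMSO vehicle only; Schedule: 6 h compound exposure at 37 °C, 5% CO2; Evaluation: percent activation relative to tunicamycin reference.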
697 NFkB inh: inhibitors of PMA/ionomycin-induced NF-kB reporter, 697 cells, primary screen, B-cell NF-kB inhibitor project, cell-based, luminescence, uHTS | 697 B-cell NF-kB luciferase reporter, 16 h | inhibition, % at 4 µM | 330,000 compounds, 0.33% hits; in the data active = inhibition above about 35%
Mdm2 MdmX PPI: inhibitors of human Mdm2-MdmX association, primary screen, cell-based, luminescence, split luciferase, SaOS-2, uHTS. Protein Mdm4 (Homo sapiens) + E3 ubiquitin-protein ligase Mdm2 (Homo sapiens), …. SaOS-2 split-luciferase Mdm2/MdmX complementation. inhibition, % at 8 µM. 330,000 compounds, 3% hits;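 active = inhibition of at least 50% at 8 µM in the primary screen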
Target sequence (O15151 whole entry, looked up): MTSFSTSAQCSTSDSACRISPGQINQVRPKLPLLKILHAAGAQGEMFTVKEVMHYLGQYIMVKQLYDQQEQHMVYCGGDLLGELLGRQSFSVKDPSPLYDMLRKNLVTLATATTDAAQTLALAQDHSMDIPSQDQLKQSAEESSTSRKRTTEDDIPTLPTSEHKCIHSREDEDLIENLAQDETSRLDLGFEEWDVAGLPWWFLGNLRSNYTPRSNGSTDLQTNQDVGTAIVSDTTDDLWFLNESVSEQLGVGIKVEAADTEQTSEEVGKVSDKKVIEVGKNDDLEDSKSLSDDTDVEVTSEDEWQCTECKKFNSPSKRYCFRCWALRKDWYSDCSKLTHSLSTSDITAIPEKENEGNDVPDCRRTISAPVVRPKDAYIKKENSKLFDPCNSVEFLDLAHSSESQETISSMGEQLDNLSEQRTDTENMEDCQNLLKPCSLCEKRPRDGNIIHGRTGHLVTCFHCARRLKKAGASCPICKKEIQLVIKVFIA
Target sequence (Q00987 whole entry, looked up): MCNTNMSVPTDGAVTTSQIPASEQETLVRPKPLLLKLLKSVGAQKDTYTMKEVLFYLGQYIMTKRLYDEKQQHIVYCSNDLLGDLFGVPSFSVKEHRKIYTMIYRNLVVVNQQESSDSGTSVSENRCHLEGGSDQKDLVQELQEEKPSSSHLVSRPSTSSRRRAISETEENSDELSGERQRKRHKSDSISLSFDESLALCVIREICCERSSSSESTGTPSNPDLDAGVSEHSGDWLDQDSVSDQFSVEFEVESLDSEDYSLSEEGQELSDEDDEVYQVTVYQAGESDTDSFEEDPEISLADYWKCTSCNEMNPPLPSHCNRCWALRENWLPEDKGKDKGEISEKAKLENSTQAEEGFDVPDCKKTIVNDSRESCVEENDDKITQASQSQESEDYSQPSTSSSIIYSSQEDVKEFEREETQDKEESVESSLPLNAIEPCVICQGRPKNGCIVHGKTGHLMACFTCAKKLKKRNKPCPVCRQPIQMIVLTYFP
APJ ag: agonists of human apelin receptor APJ, primary screen, CHO-K1 cells, PathHunter beta-arrestin, luminescence. P35414. 0% DMSO wells, 100% apelin. activation, % at 20 µM. 330,000 compounds, 0.11% hits;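 active = activation more than six SD over the plate average, tested at 20 µM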;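 also: 0% = DMSO alone and 100% = apelin-13 at 10 nM; some results filed as inactive read as strong as hits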
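Material: engineered CHO-K1 APJ arrestin reporter cells; amount: 1000 CHO-K1 reporter cells seeded per well; incubation: compound stimulation 90 min at 25 °C, detection 60 min; signal: luminescent beta-gal fragment complementation, chemiluminescent substrate; read-out basis: APJ agonist activity; controls: DMSO-only wells as negative, 10 nM Apelin-13 as positive control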
Active calls of the source: *.

SMILES	APJ antag	UPR CHOP act	Jurkat NFkB inh	tim23-1 inh	XBP1 UPR activ	697 NFkB inh	Mdm2 MdmX PPI	APJ ag
Cc1nc(CN(C)Cc2nc(Cc3cccc(F)c3)no2)cs1	-11	3.4	-5	11	-1	12	-13	-5
CCc1ccccc1OCC(=O)Nc1cc(S(=O)(=O)N2CCOCC2)ccc1N1CCCCC1	23	4.1	10	23	-1	-15	52*	-6
Cc1nn(CC(=O)Nc2ccc(C(C)C)cc2)c(C)c1[N+](=O)[O-]	-27	-1.4	5	19	2	-29	-9	-4
CCN1C(=O)N[C@@H](CCc2ccccc2)C(C(=O)OC)=C1C	-3	-1.5	-5	27	-2	-9	11	-3
COc1ccc(CNC(=S)Nc2ccccc2)cc1Cl	-6	-0.7	-12	65*	-1	7	44	-2
O=C(c1cc2ccccc2o1)N1CCCC1	1	1.0	-8	-7	-2	-1	7	-1
CCn1cnc2c1c(=O)n(CC(=O)Nc1ccc(C(N)=O)cc1)c(=O)n2Cc1ccccc1	5	1.1	9	13	-2	1	18	-2
CC12CCC(C(=O)NC3CCCCC3)([C@H](Br)C1=O)C2(C)C (stereo not given in full)	-23	1.0	-6	10	1	11	-27	1
C=CCc1cccc(CNc2nc3ccccc3n2C(C)C)c1O	17	-1.2	3	27	-2	20	29	-6
COc1ccc2ccc(OCC(=O)NCC3CCCO3)cc2c1 (stereo not given)	-12	0.2	-7	4	0	-16	17	4
CCOc1ccc(/C(C)=N/NC(=O)Cn2nc([N+](=O)[O-])cc2C)cc1	-10	0.6	-19	18	-1	-7	12	0
COC(=O)c1ccc(COC(=O)c2ccc(S(=O)(=O)N3CCC(C)CC3)cc2)o1	12	-0.1	2	13	1	6	10	3
O=C(O)CCN1C(=O)c2ccc(Oc3ccc([N+](=O)[O-])cc3)cc2C1=O	8	-0.6	4	6	-2	9	24	-3
COc1ccc2[nH]c(=O)c(-c3nnn(-c4ccccc4)n3)cc2c1	-20	4.3	-40	14	1	-13	-15	5
Cc1ccc(N(CC(=O)NCCc2ccc(Cl)cc2)S(=O)(=O)c2c(C)noc2C)cc1	3	7.0	-9	17	-5	-4	15	-5
c1ccc(-c2nc(NCc3cccnc3)c3oc4ccccc4c3n2)cc1	12	-2.5	-3	27	2	-6	25	-3
O=C1CC(N2CCN(C/C=C/c3ccccc3)CC2)C(=O)N1CCc1ccccc1 (stereo not given)	14	3.2	18	19	-1	7	4	5
CC(=O)N1CCN(c2ccc(Nc3nc(C)nc4c3oc3ccccc34)cc2)CC1	-8	-0.8	0	16	2	-25	-15	3
CN(Cc1ccccc1)C(=O)CSc1n[nH]c(N)n1	8	2.0	-11	11	-2	-16	-8	1
COc1cccc(N=Cc2nc(-c3ccccc3)oc2OC(C)=O)c1	31	3.3	2	74*	4	1	-6	1
CCN(CC)c1nc(N)nc(N(c2ccccc2)c2ccccc2)n1	18	0.6	-13	57*	2	-13	20	-4
O=C(Nc1cccc(C(F)(F)F)c1)c1cccc(NS(=O)(=O)c2ccc(Br)c(C(=O)O)c2)c1	-15	-1.3	-3	12	0	8	8	-1
CCN1CCN(Cc2c(O)ccc3c2O/C(=C\c2ccc(C)cc2)C3=O)CC1	14	2.4	4	-62	1	-1	6	-2
COC(=O)c1cccc(NC(=O)CN2CCOCC2)c1	14	0.5	15	-3	2	9	13	-5
Cc1ccc(CNCc2ccc3c(c2)OCO3)cc1	14	-0.7	17	-1	0	3	5	-2
Next section.
SMILES	APJ antag	UPR CHOP act	Jurkat NFkB inh	tim23-1 inh	XBP1 UPR activ	697 NFkB inh	Mdm2 MdmX PPI	APJ ag
Cc1ccc(-c2cc(C(=O)N3CCCc4ccccc43)no2)cc1	-7	4.1	-51	25	5	-69	-91	-2
O=C(Nc1ccc(NC(=O)c2cccs2)cn1)c1ccco1	4	0.0	-86	17	-3	-33	-99	-3
CN(C)c1ccc(CN(C(=O)c2ccc(Cl)c([N+](=O)[O-])c2)C2CCS(=O)(=O)C2)cc1 (stereo not given)	2	0.0	-1	6	-1	10	24	-3
COc1ccc(NC(=O)C2CCCN(C(=O)NC3CCCCC3)C2)cc1OC (stereo not given)	4	-1.7	-8	16	-3	5	4	-1
COc1cc(NC(=O)c2cccs2)c(C(=O)OCC(=O)NC(C)c2ccccc2)cc1OC (stereo not given)	7	-0.1	1	24	3	11	15	-2
NC(=O)N/N=C\c1cc(Br)ccc1O	-22	0.0	-16	3	-2	-19	3	8
O=C(Nc1ccc(Oc2ccc(NC(=O)Nc3ccccc3Cl)cc2)cc1)Nc1ccccc1Cl	5	15	8	-5	44*	-207	54*	-1
Cc1ccc(S(=O)(=O)CCC(=O)NCCN2C(=O)S/C(=C/c3ccc(F)cc3)C2=O)cc1	-6	4.5	4	23	2	-3	-31	1
COc1ccc(CCNC(=S)N2CCC(C(=O)c3ccc(F)cc3)CC2)cc1OC	-3	1.3	28	24	-3	-7	42	-1
CCC(=O)c1ccc(OC(=O)c2cnccn2)cc1	16	-2.2	10	-14	3	16	7	-3
CC1=CC=CN2C1=NC(=O)CC2(C)C(=O)N(CC(=O)NC1CCCC1)Cc1ccccc1 (stereo not given)	-21	-0.3	-6	6	0	15	13	2
CCCNC(=O)C1CCN(c2nc(C)cc(C)n2)CC1	21	1.5	12	4	-1	10	-17	1
C#CCN(Cc1ccco1)C(=O)c1ccc(OC2CCN(Cc3ccccn3)CC2)cc1	-36	-1.0	16	-5	1	-16	-7	6
O=c1[nH]c(/C(Cl)=C/c2cc(Cl)ccc2O)nc2cc(Cl)ccc12	-18	0.8	7	30	-1	3	35	4
COc1cc(/C=N/NC(=O)c2cccc(S(=O)(=O)N3CCOCC3)c2)cc(OC)c1O	-5	-0.9	5	2	0	23	-5	-4
Cc1ccc(C2NNC(=O)C2NC(=O)c2ccccc2)cc1 (stereo not given)	11	-0.2	-44	7	5	-41	-1	1
COc1ccc(C2CC(c3ccccc3O)=NN2C(=O)c2ccccc2)cc1OC (stereo not given)	-8	-0.5	-13	19	1	-9	7	-4
O=C(Cc1n[nH]c(=O)[nH]c1=O)N/N=C/c1c(O)ccc2ccccc12	4	-1.1	6	-2	0	18	-7	-1
Cc1cc(Cl)ccc1OCC(=O)OC(C)C(=O)NC(N)=O (stereo not given)	14	-0.6	6	-3	-1	3	13	0
Cc1ccc(S(=O)(=O)N(Cc2cccc(C(F)(F)F)c2)C(=O)N2CCN(C)CC2)cc1	6	-0.8	5	12	-2	9	21	3
COc1ccc(COC(=O)C2CCN(S(=O)(=O)c3ccc(Cl)cc3)CC2)cc1	9	0.8	6	5	-2	27	6	-6
Cc1cc(Cl)ccc1NC(=O)NC1CCN(S(=O)(=O)c2ccc(F)cc2)CC1	-18	-2.2	-15	7	-2	-34	34	1
Cc1ccc(Cn2ncc3c(N4CCN(c5ccc(C)cc5)CC4)ncnc32)cc1	0	2.2	42	3	-2	1	28	-4
O=C(CSCc1cccc(CSCC(=O)Nc2ccc3ccccc3c2)n1)Nc1ccc2ccccc2c1	-3	3.7	-3	0	0	4	11	-3
COc1ccc(C(=O)NC2CC2)cc1OC1CCN(C(C)CSC)CC1 (stereo not given)	14	0.5	5	1	1	23	-14	-6

Single records, as listed above. Order of screens: APJ antag | UPR CHOP act | Jurkat NFkB inh | tim23-1 inh | XBP1 UPR activ | 697 NFkB inh | Mdm2 MdmX PPI | APJ ag
NC(=O)N/N=C\c1cc(Br)ccc1O is listed with -22 | 0.0 | -16 | 3 | -2 | -19 | 3 | 8
O=C(Nc1ccc(Oc2ccc(NC(=O)Nc3ccccc3Cl)cc2)cc1)Nc1ccccc1Cl is listed with 5 | 15 | 8 | -5 | 44* | -207 | 54* | -1
Cc1ccc(C2NNC(=O)C2NC(=O)c2ccccc2)cc1 (stereo not given) is listed with 11 | -0.2 | -44 | 7 | 5 | -41 | -1 | 1
CC1=CC=CN2C1=NC(=O)CC2(C)C(=O)N(CC(=O)NC1CCCC1)Cc1ccccc1 (stereo not given) is listed with -21 | -0.3 | -6 | 6 | 0 | 15 | 13 | 2
COc1cc(/C=N/NC(=O)c2cccc(S(=O)(=O)N3CCOCC3)c2)cc(OC)c1O is listed with -5 | -0.9 | 5 | 2 | 0 | 23 | -5 | -4

Next part:
SMILES	APJ antag	UPR CHOP act	Jurkat NFkB inh	tim23-1 inh	XBP1 UPR activ	697 NFkB inh	Mdm2 MdmX PPI	APJ ag
O=C(c1nn2c(C(F)(F)F)cc(-c3cccs3)nc2c1Br)N1CCCc2ccccc21	18	2.7	-5	27	-4	12	28	-2
CCC(Oc1ccccc1F)C(=O)Nc1ccc2c(c1)n(C)c(=O)n2C (stereo not given)	11	2.3	7	0	-2	-5	19	-4
Cc1ccccc1C(=O)NCCc1nnc(SCC(=O)Nc2nc(-c3ccccc3)cs2)n1C	7	2.5	-5	-26	4	-5	20	-3
Cc1cc(C)c2c(CN3CCN(C)CC3)cc(=O)oc2c1	-12	0.0	-21	14	0	-45	-18	5
O=[N+]([O-])c1cccc(-c2nc(NCc3ccccc3)c3ccccc3n2)c1	4	0.7	-10	20	0	-8	25	1
Cc1noc(NC(=O)c2ccc(Cl)cc2)c1Cl	8	1.2	-8	20	6	-37	21	0
CCOC(=O)N1CCN(S(=O)(=O)c2ccc(OC)c(Cl)c2Cl)CC1	-2	-0.9	16	30	0	11	16	-4
CC(C)(C)OC(=O)NCCCC[C@H](NC(=O)c1nc[nH]c1C(=O)N1CCN(C(=O)OC(C)(C)C)CC1)C(=O)OC(C)(C)C	-9	-1.2	-6	-6	0	-21	-6	-2
CCOc1ccc(C(CC(=O)O)NC(=O)c2ccco2)cc1 (stereo not given)	-7	-0.4	-4	1	0	5	-3	-3
CC1CN(C(=O)/C=C/c2ccccc2[N+](=O)[O-])CC(C)O1 (stereo not given)	-3	0.1	-5	8	-1	-4	17	-3
Cc1ccc(C2OC(=O)C=C2c2ccccc2)cc1 (stereo not given)	8	1.5	2	17	-1	10	13	7
COc1ccccc1N(C)S(=O)(=O)c1ccc(C(=O)N2CCCC(C(F)(F)F)C2)cc1 (stereo not given)	5	0.2	9	15	0	-7	9	-5
COc1ccc(S(=O)(=O)N2CCC(C(=O)N3CCc4ccccc4C3)CC2)cc1	26	-1.3	6	33	6	14	1	1
CCn1c(CNC(=O)C23CC4CC(CC(C4)C2)C3)nnc1SCC(=O)Nc1nnc(C)s1	-7	1.0	-21	-6	-1	2	5	-2
Cc1ccccc1C(=O)N1CCC(C(=O)Nc2ccc(C(C)C)cc2)CC1	12	-1.5	-13	26	-3	-29	15	-1
COc1cc(CN2CCCC(C(=O)c3ccc4c5c(cccc35)CC4)C2)cc(OC)c1O (stereo not given)	-25	2.8	3	36	2	-8	12	5
COc1cccc(CNC(=O)Cn2cccc2C(=O)c2ccccc2C)c1	21	-1.3	0	25	3	-7	7	-3
COc1ccc(-n2nnnc2-c2ccccc2)cc1	17	2.3	53*	26	4	-77	44	-2
Fc1ccc(N2CCN(c3nc(-c4ccco4)cc(C(F)(F)F)n3)CC2)cc1	-7	-0.2	1	-4	0	0	-4	-4
CCCN(CCC)CC(O)COc1ccc2c(c1)OCO2 (stereo not given)	8	-0.8	-4	5	-2	14	-24	-4
